Bioassay records as filed in PubChem BioAssay.
MazEF act – MazEF (E. coli) toxin RNase activation | P0AE70 | FAM/BHQ RNA-DNA oligo cleavage fluorescence, 5 h | activation, % at 20 µM | hit rate 0.32% among 350,000 | AID 504720; in the data active = activation above about 50%
Target sequence (P0AE70 whole entry, looked up): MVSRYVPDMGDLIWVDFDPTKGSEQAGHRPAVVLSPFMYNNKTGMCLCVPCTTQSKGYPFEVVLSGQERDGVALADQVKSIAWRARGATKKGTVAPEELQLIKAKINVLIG
PfHsp40 yeast – restores yeast growth despite PfHsp40 toxicity. S. cerevisiae expressing PfHsp40, growth rescue, ATP luminescence. growth rescue, % at 12.5 µM. hit rate 0.68% among 340,000. AID 504582; in the data active = growth rescue above about 28%, passing the limit was not always enough; inconclusive = no clear call, values can overlap the other calls;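 note: yeast W303a lacking pdr1 and pdr3 grown in galactose medium; growth measured after three days at 30 °C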
VHR inh abs – blocks human VHR1 dual specificity phosphatase | recombinant VHR phosphatase, pNPP absorbance | P51452 | AID 1654 | hit rate 0.52% among 290,000 | inhibition, % at 13.3 µM; in the data active = inhibition above about 50%; note: some compounds called inactive have numbers as strong as hits
Target sequence (P51452 whole entry, looked up): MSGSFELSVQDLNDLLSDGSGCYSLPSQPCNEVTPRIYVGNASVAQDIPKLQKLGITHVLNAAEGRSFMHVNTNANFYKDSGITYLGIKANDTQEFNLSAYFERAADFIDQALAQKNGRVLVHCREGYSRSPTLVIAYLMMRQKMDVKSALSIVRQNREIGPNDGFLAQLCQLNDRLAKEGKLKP
PriA SSB inh – blocks PriA binding to SSB C-terminal tail. AlphaScreen SSBct-PriA binding, biotinylated peptide. inhibition, % at 33 µM. hit rate 0.6% among 430,000. AID 1272365; in the data active = inhibition mostly above about 37%, no sharp cut-off; inactive = mostly below about 20%;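 note: plate controls were negative control peptide for no effect and reference peptide for full effect; strong numbers were not always called active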
Rv3671c protease – inhibitors of M. tuberculosis serine protease Rv3671c. P9WHR9. inhibition, % at 5.96 µM. hit rate 0.048% among 320,000; in the data active = inhibition above about 38%;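 note: extracellular domain of Rv3671c used as enzyme; 0% = enzyme with DMSO and 100% = no enzyme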
Target sequence (P9WHR9 whole entry, looked up, the tested form may be a part): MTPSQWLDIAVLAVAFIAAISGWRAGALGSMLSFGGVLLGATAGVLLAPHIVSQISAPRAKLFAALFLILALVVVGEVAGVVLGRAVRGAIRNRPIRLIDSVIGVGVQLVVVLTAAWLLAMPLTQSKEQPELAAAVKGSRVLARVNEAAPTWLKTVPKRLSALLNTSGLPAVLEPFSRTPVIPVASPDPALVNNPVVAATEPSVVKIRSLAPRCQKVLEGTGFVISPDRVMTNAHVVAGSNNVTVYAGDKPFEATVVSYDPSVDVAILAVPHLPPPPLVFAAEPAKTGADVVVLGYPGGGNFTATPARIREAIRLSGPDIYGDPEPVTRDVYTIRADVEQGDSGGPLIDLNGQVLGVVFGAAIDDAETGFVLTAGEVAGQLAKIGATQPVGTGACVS
Yp Topo-I inh – inhibitors of Yersinia pestis topoisomerase I; Y. pestis Topo-I cleavage product accumulation, plate reader; hit rate 0.064% among 360,000; activity, % at 10 µM; AID 504884; in the data active = activity above about 50%, passing the limit was not always enough; inconclusive = no clear call, values can overlap the other calls; note: inactives centre near 2
Vc quorum ag – inducers of Vibrio cholerae quorum light production without autoinducers; V. cholerae BH1578 lux reporter, luminescence, 6 h; activation, % at 18.7 µM; hit rate 0.16% among 350,000; AID 588436; in the data active = activation mostly above about 9.7%, no sharp cut-off; inconclusive = no clear call, values can overlap the other calls; inactive = mostly below about 3.7%; note: not every result past the cut was called active; inactives centre near 0; reference of the scale not given here
Anthrax LF prot – blocks Bacillus anthracis lethal factor protease | P15917 | multiplex microsphere protease cleavage assay, LF | inhibition, % at 10 µM | hit rate 0.12% among 360,000 | AID 588501; in the data active = inhibition above about 30%; inconclusive = no clear call, values can overlap the other calls; note: plate controls were buffer without enzyme for full effect and enzyme alone for no effect
SARS 3CLpro inh – SARS-CoV 3CLpro protease inhibition; P0C6X7; recombinant SARS-CoV 3CLpro, quenched FRET peptide cleavage; inhibition, % at 6 µM; hit rate 0.14% among 290,000; AID 1706; in the data active = inhibition above about 12%
TcdB GH inh – blocks C. difficile toxin B glycohydrolase activity. inhibition, % at 9.99 µM. TcdB glycohydrolase enzymatic assay, plate reader. P18177. hit rate 0.24% among 350,000; in the data active = inhibition above about 10%
Starred values were filed as active, the others as inactive; i = inactive; ? = inconclusive; nt = no result given.

SMILES	MazEF act	PfHsp40 yeast	VHR inh abs	PriA SSB inh	Rv3671c protease	Yp Topo-I inh	Vc quorum ag	Anthrax LF prot	SARS 3CLpro inh	TcdB GH inh
O=C(OCc1ccccc1)C1=NNC2C(=O)N(c3ccc(Br)cc3)C(=O)C12 (stereo not given)	-9	-1.0	17	7	3	-1	i	-10	4	1.0
CN(C)S(=O)(=O)c1cccc(NC(=S)N(CCC#N)Cc2cccnc2)c1	4	1.6	9	-2	8	-8	i	-4	4	1.9
Cc1ccc([C@H]2C(C(=O)O)=C[C@@H](C(C)(C)C)N2S(=O)(=O)c2ccc(C)cc2)cc1	-8	0.6	nt	0	2	-1	-1.9	-3	nt	3.4
CCC1(c2ccccc2)NC(=S)N(c2ccc(C)cc2)N1 (stereo not given)	1	7.8	21	-15	-2	-13	i	0	-2	5.3
CSc1nc(C)cc(SC(C(C)=O)C(=O)Nc2ccccc2)n1 (stereo not given)	-1	-1.6	-5	-7	4	5	-0.4	-5	4	nt
Cc1nc(NCc2cccnc2)c2c3c(sc2n1)CC(C)CC3 (stereo not given)	-3	0.1	0	1	-8	24	-0.3	-2	0	1.7
NC(=O)C1CCN(C2=C(NS(=O)(=O)c3ccccc3)C(=O)c3ccccc3C2=O)CC1	3	-0.6	8	1	-7	-1	i	-4	2	1.1
NC(=O)C1(N2CCCCC2)CCN(CC(=O)Nc2ccccc2-c2ccccc2)CC1	7	-1.7	-4	-1	1	-3	1.4	3	1	0.0
CCc1cc2c(=O)n(Cc3ccco3)c(SCc3c(C)noc3C)nc2s1	-8	0.6	-2	6	-6	8	-2.1	-8	-2	nt
CC(C)OC(=O)c1cccc(C(=O)Oc2ccccc2)n1	2	-1.4	-7	-6	11	-8	i	1	0	nt
CC(C(=O)N(C)CC(=O)Nc1ccccc1C(F)(F)F)N1C(=O)c2ccccc2C1=O (stereo not given)	5	0.5	nt	-2	-5	1	-1.5	-6	nt	1.0
COc1ccc(Br)cc1CN1CCSCC1	-8	-0.7	1	2	-1	2	-0.2	-18	-2	0.1
CSCCC(NC(=O)COc1ccccc1)C(=O)OCc1ccc([N+](=O)[O-])cc1 (stereo not given)	3	2.0	nt	7	2	?	i	-3	nt	-0.8
COc1ccc(CC(=O)N/N=C/c2cccs2)cc1OC	0	-1.0	38	nt	5	5	-0.5	-10	6	-1.9
Cc1cc(NCCCOC(C)C)n2c(nc3ccccc32)c1C#N	8	1.6	23	-4	-2	1	-0.3	10	-2	1.6
N#C/C(N)=C(/N)C#N	4	-1.2	nt	3	9	0	-0.3	-4	nt	-1.1
Cc1cc(C)n2nc(C(=O)Nc3ccc4c(c3)CCC4)nc2n1	1	-1.0	26	-6	3	-2	-2.3	0	0	0.9
COc1cc(C2NC(=O)NC(C)=C2C(=O)OC2CCCC(C)C2)ccc1O (stereo not given)	4	0.5	16	14	5	-7	i	-6	2	nt
CC(NC(=O)Oc1cccc2ccccc12)c1ccccc1 (stereo not given)	0	-0.3	nt	-3	nt	20	nt	-4	nt	0.0
CC(C)CC(=O)Nc1ccc(-c2nnn(CC(=O)NCc3ccco3)n2)cc1	-28	1.2	12	-15	-3	7	-0.2	-2	-1	1.0
COc1ccc(OCC(=O)Nc2cccc(OC)c2)cc1	1	0.5	14	-8	-6	6	i	-5	-5	nt
CCN(CC)CCCSc1nc2ccccc2s1	7	21	18	-7	6	0	0.9	0	0	0.8
O=C(Cc1ccc(F)cc1)NCc1cccnc1	3	0.6	21	6	3	-5	0.0	-1	2	0.0
COc1ccc(Cl)cc1NC(=O)CN(C)C(=O)c1ccc(N2CCCCC2)c([N+](=O)[O-])c1	-2	0.1	nt	35	-3	7	i	-8	nt	0.7
CCOc1ccc(NCC(=O)N/N=C/C=C/c2ccccc2)cc1	-1	-0.6	8	nt	1	-9	0.1	-3	-4	0.7
CSc1nnc(CNS(=O)(=O)c2ccc(F)cc2)n1C	17	-1.5	8	-15	5	-4	-0.3	-6	-4	-0.3
COc1cccc(N2CCN(C(=O)c3ccc(Cl)c(S(=O)(=O)N4CCCCCC4)c3)CC2)c1	5	nt	nt	nt	nt	1	-0.3	1	nt	-0.2
N/C(CS(=O)(=O)c1ccccn1)=N\OC(=O)c1ccccc1Cl	4	-0.1	-1	nt	2	-2	-0.6	nt	1	0.3
COC(=O)CNC(=O)C1Nc2ccc(OC(F)(F)F)cc2C2C=CCC12 (stereo not given)	5	-0.4	nt	-3	-1	6	2.4	-2	nt	-2.2
COC(=O)[C@@]1(Cc2ccc(OC)cc2)[C@H]2c3cc(C(=O)N(C)C)n(CCSCCO)c3C[C@H]2CN1C(=O)c1ccccc1	5	-2.2	-7	-9	-5	27	-0.4	1	-6	nt
Cc1cccc(OCC(=O)N2CCC(N3CCCCCC3)CC2)c1	0	-1.2	38	12	-1	11	nt	-16	-2	nt
O=c1ccc(-c2nc3cc(Cl)ccc3n2Cc2ccccc2)c[nH]1	1	-2.1	26	-1	2	39	-0.6	-4	3	1.1
O=c1[nH]c(Nc2ccccc2)cc2cc(Br)ccc12	17	-0.2	nt	0	-153	7	i	1	nt	0.7
CN(CCCNC(=O)C1CCCN(S(=O)(=O)c2cnc[nH]2)C1)c1ccccc1 (stereo not given)	2	0.2	5	-10	-4	-4	-0.2	-8	2	-1.3
Cc1ccc(NC(=O)c2nc3nccc(C)n3n2)c(C)c1	7	0.5	0	-16	-1	-2	i	-4	-3	-0.8
Cn1cc(/C(Cc2ccccc2)=N\O)c2ccccc21	4	-0.5	17	nt	4	6	-0.5	-2	3	nt
CCOC(=O)c1c(NCc2ccccc2)n[nH]c1C	8	0.4	42	-8	-12	3	-0.6	0	-4	1.5
CC(=O)N(C)c1ccc(NC(=O)C(c2ccccc2)c2ccccc2)cc1	6	-0.6	nt	-3	-3	5	0.6	6	nt	1.0
Cc1ccc(S(=O)(=O)N2CCN(c3ccccc3)CC2)cc1	15	-1.4	-24	-7	10	9	i	19	2	0.0
CC(C)c1cccc(-c2csc(C(C)(O)c3cccc(F)c3)n2)c1 (stereo not given)	nt	nt	nt	nt	nt	-3	i	-3	nt	0.1

Part of the list above, showing only MazEF act and Vc quorum ag:
| Molecule | MazEF act | Vc quorum ag |
| --- | --- | --- |
| COc1ccc(Cl)cc1NC(=O)CN(C)C(=O)c1ccc(N2CCCCC2)c([N+](=O)[O-])c1 | -2 | i |
| CC(=O)N(C)c1ccc(NC(=O)C(c2ccccc2)c2ccccc2)cc1 | 6 | 0.6 |
| O=C(Cc1ccc(F)cc1)NCc1cccnc1 | 3 | 0.0 |
| CN(CCCNC(=O)C1CCCN(S(=O)(=O)c2cnc[nH]2)C1)c1ccccc1 (stereo not given) | 2 | -0.2 |
| CC(C)c1cccc(-c2csc(C(C)(O)c3cccc(F)c3)n2)c1 (stereo not given) | nt | i |

Continuation:
SMILES	MazEF act	PfHsp40 yeast	VHR inh abs	PriA SSB inh	Rv3671c protease	Yp Topo-I inh	Vc quorum ag	Anthrax LF prot	SARS 3CLpro inh	TcdB GH inh
Cc1nc(CCNC(=O)Cc2ccc(F)cc2)cs1	0	-0.7	2	-5	4	3	1.1	-4	-4	1.5
CCOC(=O)c1[nH]c(C)c(C(=O)c2ccc(C)cc2)c1C	-2	-0.8	24	2	-11	13	i	-2	-3	nt
CC(=O)N(C)c1ccc(NC(=O)Nc2cccc3ccccc23)cc1	4	-0.8	15	-1	2	1	i	-4	4	0.6
O=C(CCCN1C(=O)c2cccc3cccc(c23)C1=O)NCc1cccs1	6	-0.3	7	12	4	5	-0.3	-4	-2	0.0
Cc1ccc(CN2CCNC(=O)C2CC(=O)O)cc1 (stereo not given)	-2	0.7	20	-25	-9	4	-0.3	-5	-1	1.6
CC(=O)c1ccc(OCCCOc2cccc3cccnc23)cc1	-3	0.7	13	0	nt	35	i	7	5	-8.1
Cc1cccc(NS(=O)(=O)c2coc(C(N)=O)c2)c1C	-2	-1.7	17	-10	-6	-5	-0.2	3	-2	2.2
O=C(C[n+]1ccccc1)Nc1ccccc1C(F)(F)F	10	-0.2	12	-5	-2	14	i	0	-5	0.1
Nc1ccc2nc(CCCCCCCCc3nc4ccc(N)cc4[nH]3)[nH]c2c1	-16	-2.3	37	49*	9	-13	-0.1	-10	2	-3.8
C=CCSc1nsc(NC(=O)Nc2cccc(C(C)=O)c2)n1	5	-0.4	-6	-10	-40	-2	-0.3	3	8	2.9
NS(=O)(=O)c1cccc(NC(=O)/C=C/c2cccs2)c1	3	-0.5	13	-1	5	5	2.8	-3	-3	-1.2
COCCNc1ncnc2nc[nH]c12	3	-0.6	15	-3	0	1	nt	7	-2	nt
Cn1cnc([N+](=O)[O-])c1Sc1n[nH]c(N)n1	2	-2.0	10	-21	1	0	-0.4	0	2	1.1
CCN(CC)c1ccc(N2C(=O)C3CCCCC3C2=O)cc1[N+](=O)[O-] (stereo not given)	-7	-0.2	15	17	-20	6	3.8	0	1	nt
CC(=O)Nc1ccc(NCc2cccs2)cc1	5	-1.1	-5	-7	0	-8	i	-8	-4	-0.5
COc1ccccc1N1CCN(C2CCCN(C(=O)c3csc(C)n3)C2)CC1 (stereo not given)	-23	-0.2	20	-16	nt	-2	-0.4	4	-4	-0.6
Cc1ccc(C)c(S(=O)(=O)Nc2ccc(C(=O)N3CCCCC3)cc2)c1	2	0.5	6	-8	1	0	-0.4	5	4	1.9
COc1cc2cc(CCCOC(=O)c3ccc4c(c3)OCO4)oc(=O)c2cc1OC	2	-2.1	nt	2	-10	13	i	-7	nt	9.4
CC1CCC(NC(=O)c2cccc(S(=O)(=O)N3CCN(c4ccccc4)CC3)c2)CC1 (stereo not given)	-8	-0.5	nt	15	0	-1	-3.8	-3	nt	-0.1
Cc1cc(C)nc(NC(=O)Nc2ccccc2C(F)(F)F)n1	-2	0.1	-1	-17	-7	24	-0.2	0	-1	2.5
CCc1nnc(NS(=O)(=O)c2ccc(NC(=O)c3cc(Cl)ccc3[N+](=O)[O-])cc2)s1	1	0.3	24	-2	nt	1	-0.3	5	-1	-0.3
O=C(NCCCn1ccnc1)c1ccncc1	-12	-0.2	-11	-13	-4	3	-0.3	-14	-3	nt
CC(=O)Nc1ccc(S(=O)(=O)c2c(N)n(CCN3CCOCC3)c3nc4ccccc4nc23)cc1	9	1.3	23	-13	4	1	-0.5	2	0	nt
O=C(NC(=S)Nc1ccccc1N1CCCCC1)c1ccc(-c2cccc([N+](=O)[O-])c2)o1	7	-0.1	10	6	7	-1	i	4	-1	nt
COc1ccc(CCc2nnc(CCC(=O)NCc3cc(C(C)C)no3)o2)cc1	1	0.5	13	2	1	1	-0.3	0	-1	0.3
O=C(CSCC(=O)NC1CC1)Nc1ccc2ccccc2c1	2	-0.5	40	4	nt	-6	i	2	-3	nt
CCOC(=O)CC1C(=O)NCCN1S(=O)(=O)c1cccc(C(F)(F)F)c1 (stereo not given)	7	-2.0	-7	-4	-2	-6	-1.0	2	1	0.2
CCOC(=O)c1cc2sccc2n1CC(=O)OC(C)C	-6	-0.3	17	-20	-6	17	-1.8	0	7	1.4
Cc1ccc(C(NC(=O)C2CCN(CCOc3ccc(Cl)cc3)CC2)c2ccccn2)cc1 (stereo not given)	nt	nt	nt	nt	nt	12	-0.3	-7	nt	-1.5
COc1ccc(OC)c(Nc2nnc(C)c(=O)[nH]2)c1	4	nt	19	-9	11	nt	nt	nt	0	-0.3
O=C(CCS(=O)(=O)c1ccc(Br)cc1)Nc1ccc(Cl)cc1F	27	-0.5	-7	-12	-2	1	i	2	2	nt
CCCCCC(=O)NC(=S)NNC(=O)CC	3	0.7	30	9	-4	2	1.4	0	-2	nt
N#Cc1c(N)n(Cc2ccccc2)c(=O)c2cc([N+](=O)[O-])ccc12	10	-1.2	2	-22	-8	-8	-1.2	22	-1	0.3

Not all compounds are listed (hit frequency here may not be typical).
